# WRN inhibitor: inhibitors of human WRN helicase; WRN helicase unwinding, fluorescent forked duplex, kinetic; Potency, µM (titrated, usually from 114 µM), without a hit: at the top dose activity change, negative = inhibition, hits mostly inhibitors; hit rate 0.46% among 360,000; AID 651768; also: potency is read from the fitted curve at half-maximal effect; % is scaled to controls: 0 for no effect and ±100 for the full control effect; nearly all actives have a fitted effect of over 55% in size
#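 Kinetic fluorescence helicase assay: unwinding of a quenched forked DNA duplex (100 nM final) with 2 mM ATP final raises red fluorescence (525/598 nm). Compounds sat 15 min at room temperature with 20 nM WRN beforehand.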
# EPAC1 ag: EPAC1 (human) agonism | O95398 | EPAC1 agonist qHTS, biochemical assay; response scale: 100% = response to 6.5 mM cAMP | Potency, µM (doses to about 154 µM), without a hit: top-dose activation, actives largely listed as activators | hit rate 0.073% among 360,000; also: potency is read from the fitted curve at half-maximal effect; nearly all actives have a fitted effect of over 60% in size
#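 Nucleotide exchange assay: 100 nM EPAC1 with 250 nM Rap1B loaded with BODIPY-GDP and 50 uM GDP, room temperature. Fluorescence (480/540 nm) read every 5 min for 30 min; signal change normalized to 6.5 mM cAMP as full agonist.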
# CCT modulator: cytosolic chaperonin activity modulation; purified chaperonin ATPase assay, HTRF ADP detection, 30 min; activity change, % (no concentration beside the values), hits read low; hit rate 0.3% among 360,000; in the data active = activity change below about -30%; also: % is scaled to controls: 0 for no effect and ±100 for the full control effect
#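 First, chaperonin was dispensed at 40 nM or 20 nM final depending on batch activity. Next, compounds were pinned at 76 uM and ATP added at 10 uM. After 30 min at 37 °C, ADP detection reagents ran 30 min at ambient temperature.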
# PLK1 PBD block: PLK1 (human) polo-box domain binding inhibition; P53350; Plk1 PBD binding of FITC phosphopeptide, fluorescence polarization; Potency, µM, inactives show max response, negative = inhibition, hits mostly inhibitors; hit rate 2.8% among 360,000; also: potency is read from the fitted curve at half-maximal effect; series mostly up to about 57 µM; % is scaled to controls: 0 for no effect and ±100 for the full control effect; nearly all actives have a fitted effect of over 65% in size
# Target sequence (P53350 whole entry, looked up, the tested form may be a part): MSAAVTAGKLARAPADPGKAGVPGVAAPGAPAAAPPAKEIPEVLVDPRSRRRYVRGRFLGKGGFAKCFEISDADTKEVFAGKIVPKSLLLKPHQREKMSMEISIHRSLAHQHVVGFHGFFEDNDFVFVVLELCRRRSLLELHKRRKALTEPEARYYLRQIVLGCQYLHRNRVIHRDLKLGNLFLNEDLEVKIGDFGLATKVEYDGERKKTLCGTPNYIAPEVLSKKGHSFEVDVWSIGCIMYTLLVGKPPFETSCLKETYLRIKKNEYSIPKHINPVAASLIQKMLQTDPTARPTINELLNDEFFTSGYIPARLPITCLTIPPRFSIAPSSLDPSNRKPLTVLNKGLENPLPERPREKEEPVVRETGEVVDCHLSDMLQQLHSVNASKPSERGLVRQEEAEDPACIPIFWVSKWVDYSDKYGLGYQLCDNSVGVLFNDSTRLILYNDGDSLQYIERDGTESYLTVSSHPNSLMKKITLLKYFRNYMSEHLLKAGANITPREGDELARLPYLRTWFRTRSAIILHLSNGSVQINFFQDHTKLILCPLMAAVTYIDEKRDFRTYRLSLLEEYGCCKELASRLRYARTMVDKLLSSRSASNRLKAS
# MmCpn inh: inhibitors of Methanococcus maripaludis chaperonin (MmCpn) | purified Mm-Cpn ATPase, ADP Transcreener TR-FRET | Potency, µM (doses to about 76.9 µM), without a hit: at the top dose activity, negative = inhibition, most hits filed as inhibitors | hit rate 0.031% among 330,000 | AID 504842; also: potency is read from the fitted curve at half-maximal effect; % is scaled to controls: 0 for no effect and ±100 for the full control effect; nearly all actives have a fitted effect of over 80% in size
#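 Quantitative HTS used 25 nM Mm-CPN and 10 uM ATP in magnesium/KCl Tris buffer, pH 7.4, with 1 mM DTT. Hydrolysis ran 30 min at 37°C; ADP was read by HTRF.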
# PI5P4Ka inh: blocks human PI5P4K alpha kinase activity; P48426; PI5P4Kalpha enzyme, ADP-Glo luminescence, 60 min; hits give low values; max response, %; hit rate 1.2% among 330,000; AID 652105; active = max response of -50% or lower; inconclusive = between -30% and -50%; inactive = -30% or higher; also: value at the top dose of about 77 µM; % is scaled to controls: 0 for no effect and ±100 for the full control effect
# Target sequence (P48426 whole entry, looked up): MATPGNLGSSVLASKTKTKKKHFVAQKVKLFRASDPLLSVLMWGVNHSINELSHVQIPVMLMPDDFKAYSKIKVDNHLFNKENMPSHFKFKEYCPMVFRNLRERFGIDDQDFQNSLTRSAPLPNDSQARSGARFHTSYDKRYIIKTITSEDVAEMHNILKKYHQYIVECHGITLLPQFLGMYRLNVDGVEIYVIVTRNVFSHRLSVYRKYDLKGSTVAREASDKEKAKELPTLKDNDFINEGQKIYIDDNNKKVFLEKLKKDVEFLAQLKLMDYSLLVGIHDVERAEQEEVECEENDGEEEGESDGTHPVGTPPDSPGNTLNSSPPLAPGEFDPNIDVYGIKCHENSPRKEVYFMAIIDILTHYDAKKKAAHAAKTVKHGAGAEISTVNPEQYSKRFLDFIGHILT
#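 Controls without substrate or without enzyme flank wells where PI5P4Kalpha converts substrate using 5 microM ATP (final). Incubation lasts 60 minutes at room temperature; ADP formed is read by ADP-Glo luminescence.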
# EPAC1 antagonist: antagonists of human EPAC1. O95398. EPAC1 GEF assay, Rap1b-BODIPY-GDP exchange fluorescence. Potency, µM (highest dose often 115 µM), without a hit: at the highest dose activity change, negative = inhibition, hits mostly inhibitors. hit rate 0.14% among 360,000. AID 720709;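 also: potency is read from the fitted curve at half-maximal effect; plate controls were vehicle for no effect and positive control for full effect; nearly all actives have a fitted effect of over 50% in size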
# EPAC2 antagonist: blocks human EPAC2 exchange factor; Q8WZA2; EPAC2 GEF exchange of Rap1B-BODIPY-GDP, fluorescence; Potency, µM (top dose mostly 114 µM), inactives show at the highest dose activity, negative = inhibition, actives largely listed as inhibitors; hit rate 0.18% among 360,000; AID 720708; also: potency is read from the fitted curve at half-maximal effect; % is scaled to controls: 0 for no effect and ±100 for the full control effect; nearly all actives have a fitted effect of over 45% in size; many of its hits are not listed in these tables
# * hit, by the source's call; u = inconclusive; x = not tested or not shown; [ ] = dose if it differs, or a comment. Unless noted, calls follow the shape of the dose curve; as a rule, active = well fitted curve in the direction sought with a large enough effect; inconclusive = small, poorly fitted or top-dose-only effect, or another doubt; inactive = no such curve, though single readings can be large; an effect the other way counts as inactive or inconclusive. Not all compounds are listed; count on the stated rates, not on these rows.
canonical_smiles,CCT modulator,EPAC1 antagonist,PLK1 PBD block,WRN inhibitor,EPAC1 ag,MmCpn inh,EPAC2 antagonist,PI5P4Ka inh
Cc1cc(=O)c(C(=O)O)cn1-c1ccc(C(C)C)cc1,0.9,-14%,-7%,-5%,-7%,-2%,1%,4
Cc1ccc(Cc2c(-c3ccc(Cl)cc3)nc3cc(C)c(Br)c(C)n23)cc1,-1.4,u,u,-17%,-12%,x,3%,-19
CCn1c(SCC(=O)Nc2nccs2)nnc1-c1ccc(S(=O)(=O)N2CCCCC2)cc1,0.6,-14%,-16%,-4%,11%,2%,-2%,2
COCC(=O)N1CCC(Oc2ccc(C(=O)NCc3cc(C)no3)cc2)CC1,0.1,10%,-1%,12%,-9%,0%,5%,-2
COc1ccc(S(=O)(=O)Nc2cccc(/C=C/C(=O)O)c2)cc1,0.3,6%,-10%,-34%,-6%,-1%,-2%,-2
CC1CCCCC1NC(=O)CCCN1C(=O)c2ccccc2C1=O (stereo not drawn),1.8,4%,-4%,-18%,-9%,-1%,31%,3
CCC(C)NCCOc1ccc(C)cc1[N+](=O)[O-] (stereo not drawn),2.8,5%,33%[activator],-13%,-2%,1%,15%,-1
CCC(C(=O)N1CCN(c2ncccn2)CC1)c1ccccc1 (stereo not drawn),0.7,11%,24µM*,2%,3%,2%,-2%,-15

# (further entries)
canonical_smiles,CCT modulator,EPAC1 antagonist,PLK1 PBD block,WRN inhibitor,EPAC1 ag,MmCpn inh,EPAC2 antagonist,PI5P4Ka inh
Cc1ccc(NC(=O)CN2C(=O)c3ccccc3S2(=O)=O)c(C)c1,1.2,7%,5%,-1%,3%,0%,1%,-1
CC(O)(c1ccc(F)c(F)c1)c1nc(-c2cccc(F)c2)cs1 (stereo not drawn),1.2,-22%,-5%,-7%,2%,x,-23%,27
COc1ccccc1CCNC(=O)C(=O)NCC1OCCCN1S(=O)(=O)c1cc(C)ccc1C (stereo not drawn),-1.1,8%,-2%,-12%,2%,1%,-6%,2
CC(C)N1CC(O)=C(c2nc3ccccc3c(=O)[nH]2)C1=N,-11,-10%,-8%,-5%,2%,1%,-1%,2
CCn1c(CNc2ccccc2Cl)nnc1SCC(=O)OC1CCCCC1,-1.6,-17%,-4%,-13%,6%,1%,-7%,x
CN(C)CC1(c2ccccc2)CCCC1,-3.6,2%,-5%,-6%,4%,-2%,3%,-2
CCOc1ccccc1N1CCN(CC(=O)Nc2nc(C)c(C(=O)N(C)C)s2)CC1,-4.8,12%,-16%,-29%,-18%,-7%,2%,-3
Cc1ccc(CCc2nnc(SCC(=O)Nc3cc(Cl)ccc3Cl)n2-c2ccccc2)o1,4.1,-4%,-5%,-16%,1%,0%,-1%,-19

# Continued:
canonical_smiles,CCT modulator,EPAC1 antagonist,PLK1 PBD block,WRN inhibitor,EPAC1 ag,MmCpn inh,EPAC2 antagonist,PI5P4Ka inh
COc1cccc(/C=C2/SC(=S)N(CC(=O)NNC(=O)c3ccccc3OC)C2=O)c1,-0.8,4%,0%,3%,-1%,1%,1%,2
CC(OC(=O)CN(C)S(=O)(=O)c1ccc(Cl)cc1)C(=O)Nc1ncc(Cl)cc1Cl (stereo not drawn),-0.8,-6%,-6%,-6%,0%,1%,-5%,x
S=c1[nH]ncn1/N=C/c1cccs1,-0.1,-5%,-27%,-6%,14%,3%,-3%,-2
O=C(COc1ncnc2sccc12)NC1CCCCC1,0.7,-6%,4%,-7%,8%,-2%,1%,2
CCN(CC(=O)NCCCN1CCOCC1)S(=O)(=O)c1ccc(F)cc1,-1.3,-7%,-3%,-3%,-5%,-11%,1%,-5
CCOC(=O)N1CCC(N2CCN(S(=O)(=O)CC)CC2)CC1,-2.1,3%,0%,1%,5%,-1%,-3%,x
O=C(NC1C(=O)NNC1c1ccccc1)c1ccccc1 (stereo not drawn),0.6,14%,-21%,-10%,-2%,-1%,14%,0
CCCC(=O)NC(=S)Nc1cccc(NC(=O)c2ccccc2)c1,-1.8,-13%,-15%,-1%,1%,1%,-10%,8

# New compounds follow
canonical_smiles,CCT modulator,EPAC1 antagonist,PLK1 PBD block,WRN inhibitor,EPAC1 ag,MmCpn inh,EPAC2 antagonist,PI5P4Ka inh
CC1CN(Cc2ccccc2)C(=S)NC1=O (stereo not drawn),-4.8,16%,-7%,-21%,9%,x,6%,6
O=C(COC(=O)c1ccc(Cl)nc1)Nc1ccc2c(c1)OCO2,-1.8,3%,-13%,1%,8%,-1%,5%,-16
Cc1ccc(CNC(=O)CN2C(=O)NC(C)(c3ccc(Cl)cc3)C2=O)cc1 (stereo not drawn),2.2,5%,-15%,10%,8%,1%,2%,1
CCN(CC)S(=O)(=O)c1ccc(N2CCN(c3cccc(OC)c3)CC2)c([N+](=O)[O-])c1,-0.9,-23%,-19%,1%,13%,0%,-5%,1
Cc1ccc(S(=O)(=O)NCc2nnnn2-c2ccc(F)cc2)cc1,-1.4,23%,4%,1%,-9%,x,-4%,2
CC(NC(=O)CN(C)S(=O)(=O)c1ccc2c(c1)c(=O)n(C)c(=O)n2C)c1ccccc1 (stereo not drawn),2.0,u,0%,-13%,0%,2%,-7%,0
Cc1ccc(C)c(OCC(=O)Nc2ccccc2C(=O)N2CCOCC2)c1,2.3,-12%,-22%,-1%,-11%,-4%,-20%,4
Cc1ccc(CN2CCN(Cc3ccc(-n4cccn4)cc3)CC2CCO)cc1 (stereo not drawn),-2.4,-9%,-23%,-2%,-4%,1%,1%,2

# Additional results follow:
canonical_smiles,CCT modulator,EPAC1 antagonist,PLK1 PBD block,WRN inhibitor,EPAC1 ag,MmCpn inh,EPAC2 antagonist,PI5P4Ka inh
COc1ccccc1N=C(C)C1=C(O)CSC1=O,-1.5,-18%,-6%,-13%,8%,1%,2%,-8
CC(=O)Oc1ccc2c(=O)oc(-c3ccccc3)nc2c1,0.9,15%,-1%,-5%,0%,-1%,2%,-6
COc1ccccc1-c1oc2ccccc2c1C#CC1(N)CCCCC1,-0.5,-27%,-4%,4%,0%,-2%,1%,13
O=C(Cc1c(F)cccc1Cl)Nc1ccccc1N1CCCCC1,-0.2,u,-8%,-11%,-6%,2%,-22%,5
Cc1nc2ccccc2c(=O)n1NC(=O)C1CC1C (stereo not drawn),1.6,11%,1%,4%,0%,-1%,2%,0
CCOc1c(C)cnc2c1c(=O)n(CC(=O)NCC1CCCO1)c(=O)n2C (stereo not drawn),-2.0,11%,-6%,0%,8%,-1%,11%,11
CCOc1ccc(-c2nnc(N3CCCCC3)c3ccccc23)cc1,1.2,-5%,-11%,-5%,11%,-1%,2%,3
COC(=O)c1ccc(N(C(=O)CNC(=O)c2ccco2)C(C(=O)NC2CCCC2)c2ccco2)cc1 (stereo not drawn),0.4,0%,27µM*,7%,-7%,0%,2%,-16

# The list goes on; the last 2 above are carried over.
canonical_smiles,CCT modulator,EPAC1 antagonist,PLK1 PBD block,WRN inhibitor,EPAC1 ag,MmCpn inh,EPAC2 antagonist,PI5P4Ka inh
CCOc1ccc(-c2nnc(N3CCCCC3)c3ccccc23)cc1,1.2,-5%,-11%,-5%,11%,-1%,2%,3
COC(=O)c1ccc(N(C(=O)CNC(=O)c2ccco2)C(C(=O)NC2CCCC2)c2ccco2)cc1 (stereo not drawn),0.4,0%,27µM*,7%,-7%,0%,2%,-16
O=C(O)C1CCCCC1C(=O)Nc1ccc(-c2ccccc2)cc1 (stereo not drawn),1.0,5%,3%,0%,-1%,1%,5%,0
COc1ccc(CNC(=O)CN(c2ccc(C(C)=O)cc2)S(=O)(=O)c2ccc(C)cc2)cc1OC,2.6,-11%,7%,-9%,-11%,3%,-3%,3
Cc1c(NS(=O)(=O)c2cc(C(=O)N(C)Cc3ccccc3)ccc2Cl)c(=O)n(-c2ccccc2)n1C,-1.2,-9%,u,-27%,0%,-1%,1%,-18
CCN(CC)S(=O)(=O)c1ccc(N/N=C/c2ccc(O)cc2)nc1,0.3,-2%,2%,-7%,-2%,0%,4%,3
COc1cc(CN2CCC(Cc3ccccc3)CC2)c([N+](=O)[O-])cc1OC,0.9,-11%,u,0%,4%,-2%,-2%,-9
CCOC(=O)CCc1c(C)c2ccc(OCc3cc([N+](=O)[O-])ccc3OC)cc2oc1=O,1.6,6%,-6%,-21%,-3%,1%,6%,-1
CCN(Cc1cccs1)C(=O)CN1CCN(S(=O)(=O)c2ccc3c(c2)OCCCO3)CC1,-1.5,0%,0%,-6%,-3%,0%,-5%,-7

# A second format for part of the listing above:
# The line under a structure holds: CCT modulator	EPAC1 antagonist	PLK1 PBD block	WRN inhibitor	EPAC1 ag	MmCpn inh	EPAC2 antagonist	PI5P4Ka inh
- COc1ccccc1-c1oc2ccccc2c1C#CC1(N)CCCCC1
    -0.5	-27%	-4%	4%	0%	-2%	1%	13
- O=C(Cc1c(F)cccc1Cl)Nc1ccccc1N1CCCCC1
    -0.2	u	-8%	-11%	-6%	2%	-22%	5
- Cc1nc2ccccc2c(=O)n1NC(=O)C1CC1C (stereo not drawn)
    1.6	11%	1%	4%	0%	-1%	2%	0
- CCOc1c(C)cnc2c1c(=O)n(CC(=O)NCC1CCCO1)c(=O)n2C (stereo not drawn)
    -2.0	11%	-6%	0%	8%	-1%	11%	11
- CCOc1ccc(-c2nnc(N3CCCCC3)c3ccccc23)cc1
    1.2	-5%	-11%	-5%	11%	-1%	2%	3
- COC(=O)c1ccc(N(C(=O)CNC(=O)c2ccco2)C(C(=O)NC2CCCC2)c2ccco2)cc1 (stereo not drawn)
    0.4	0%	27µM*	7%	-7%	0%	2%	-16
- O=C(O)C1CCCCC1C(=O)Nc1ccc(-c2ccccc2)cc1 (stereo not drawn)
    1.0	5%	3%	0%	-1%	1%	5%	0
- COc1ccc(CNC(=O)CN(c2ccc(C(C)=O)cc2)S(=O)(=O)c2ccc(C)cc2)cc1OC
    2.6	-11%	7%	-9%	-11%	3%	-3%	3
- Cc1c(NS(=O)(=O)c2cc(C(=O)N(C)Cc3ccccc3)ccc2Cl)c(=O)n(-c2ccccc2)n1C
    -1.2	-9%	u	-27%	0%	-1%	1%	-18
- CCN(CC)S(=O)(=O)c1ccc(N/N=C/c2ccc(O)cc2)nc1
    0.3	-2%	2%	-7%	-2%	0%	4%	3
- COc1cc(CN2CCC(Cc3ccccc3)CC2)c([N+](=O)[O-])cc1OC
    0.9	-11%	u	0%	4%	-2%	-2%	-9
- CCOC(=O)CCc1c(C)c2ccc(OCc3cc([N+](=O)[O-])ccc3OC)cc2oc1=O
    1.6	6%	-6%	-21%	-3%	1%	6%	-1
- CCN(Cc1cccs1)C(=O)CN1CCN(S(=O)(=O)c2ccc3c(c2)OCCCO3)CC1
    -1.5	0%	0%	-6%	-3%	0%	-5%	-7
